TRPM1 prom inh – inhibitors of MITF-driven TRPM1 promoter in melanoma cells. SK-MEL-5 TRPM1 promoter luciferase, 24 h. inhibition, % at 12.5 µM. actives 0.83% (n = 330,000). AID 488899;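 active = mean inhibition across replicates of 60% or more, whatever share of single replicates reaches that level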; also: values of inactives mirror those of a sister screen read the other way
CF NFkB inh – cystic fibrosis NF-kB activation inhibition | KKLEB NF-kB-GFP reporter, PAF-induced, GFP fluorescence overnight | AID 588850 | actives 0.86% (n = 360,000) | inhibition, % at 5 µM;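 active = at least 50% inhibition at 5 µM, scaled per plate between neutral and stimulator controls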;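 also: PAF is a Pseudomonas aeruginosa culture filtrate used as stimulus; plate controls were PAF-stimulated DMSO wells for no effect and unstimulated DMSO wells for full effect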
HIF-2a inh – HIF-2a inhibition | actives 0.72% (n = 360,000) | inhibition, % at 18.8 µM | AID 624352 | 786-0 RCC cells HIF-2a reporter, luciferase luminescence, overnight;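 active = inhibition of the luminescence signal of 40% or more relative to plate controls, in a single-dose primary screen at 18.75 µM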
TWEAK Fn14 block – TWEAK-Fn14 signaling inhibition. TWEAK-stimulated Fn14 reporter cells, luciferase luminescence, 8 h. inhibition, % at 10 µM. actives 2% (n = 360,000). AID 1159606; in the data active = inhibition above about 50%
Shn3 3UTR inh – inhibitors of Schnurri-3 3'UTR reporter in osteoblasts; Clone20 osteoblast Shn3 3'UTR firefly luciferase, 24 h; inhibition, % at 12.5 µM; actives 0.52% (n = 360,000); AID 588674;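 active = mean inhibition of at least 75% with every replicate also reaching 75%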;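 also: 0% = median of neutral control wells and 100% = pilot-screen positive control compound; some compounds past the cut are filed as inactive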
Peg3 prom inh – inhibitors of Peg3 promoter; HeLa PEG-Prom luciferase reporter, luminescence, overnight; AID 588405; inhibition, % at 20 µM; actives 1.7% (n = 360,000);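 active = inhibition of at least 50% at 20 µM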
NR2E3 ag-1 – agonists of human nuclear receptor NR2E3 | Q9Y5X4 | GST-NR2E3/biotin-RetCOR TR-FRET, 1536-well | inhibition of corepressor binding, % at 4.78 µM | actives 0.12% (n = 320,000) | AID 2300;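 active = percent inhibition above the cutoff of mean plus 3 SD of all tested compounds, set per screening campaign, cut at about 20% in these data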;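 also: 0% = DMSO wells and 100% = biotin wells as full block of FRET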
Target sequence (Q9Y5X4 whole entry, looked up): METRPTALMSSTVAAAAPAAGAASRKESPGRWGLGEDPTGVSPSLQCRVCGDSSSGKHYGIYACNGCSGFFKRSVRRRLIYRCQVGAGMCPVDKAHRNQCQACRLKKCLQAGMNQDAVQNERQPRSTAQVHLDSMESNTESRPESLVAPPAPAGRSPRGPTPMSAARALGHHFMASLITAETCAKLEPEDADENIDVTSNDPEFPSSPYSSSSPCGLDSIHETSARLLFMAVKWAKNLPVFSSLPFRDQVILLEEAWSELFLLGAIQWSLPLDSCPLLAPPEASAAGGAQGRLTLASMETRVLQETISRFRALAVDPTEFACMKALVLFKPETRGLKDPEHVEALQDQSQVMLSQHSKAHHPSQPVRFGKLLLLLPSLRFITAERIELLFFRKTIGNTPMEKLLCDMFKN
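System: GST-NR2E3 and biotin-RetCOR proteins; probe or stimulus: 7 nM biotin-RetCOR; doses: compound at 4.8 µM, single dose; schedule: Compound–protein incubation for 5 h at 4 °C; detection: time-resolved FRET; read-out: percent inhibition; controls: biotin wells as high control, 0.6% DMSO wells as low control; format: 1536-well plates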
KKLEB cytotox – CF airway cell cytotoxicity counter-screen | KKLEB CF airway cells viability, ATPlite luminescence, overnight; hits give low values; cells stimulated with P. aeruginosa culture filtrate | activity change (cytotoxicity), % at 5 µM | actives 0.36% (n = 360,000) | AID 602141;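 active = corrected activity change at or below -50% at 5 µM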
aDG glyco act – alpha-DG glycosylation activation; Pro5-aDG cells, alpha-DG glycosylation AlphaScreen (IIH6); 0% Pro5, 100% B10-LARGE cell signal; activation, % at 10 µM; actives 0.22% (n = 360,000); AID 624168;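 active = activation of at least 8% versus controls, or a plate z-score of at least 8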;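 also: Pro5 are CHO cells carrying HIG-tagged alpha-DG that lacks glycosylation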
iPSC survival up – increases survival of single human iPS cells; actives 0.044% (n = 360,000); survival enhancement, % at 20 µM; hiPSC single-cell survival, ATPlite luminescence; 100% = ROCK inhibitor wells, 0% = DMSO; AID 602274; in the data active = survival enhancement above about 18%;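 also: cells exposed to compounds for 16 hours before the ATP read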
NR2E3 ag-2 – human photoreceptor-specific nuclear receptor agonism. actives 0.35% (n = 360,000). Q9Y5X4. inhibition of corepressor binding, % at 3.98 µM. AID 602229. CHO-S Gal4-NCOR/VP16-NR2E3 two-hybrid, luciferase;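 active = inhibition above the mean of all tested compounds plus 3 SD, cut at about 70% in these data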;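 also: 0% = DMSO with NR2E3 transfected cells and 100% = cells lacking NR2E3 construct; higher means lower luciferase signal from less NR2E3 corepressor binding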
Starred values were filed as active, the others as inactive; · = not tested or not shown.

The opening 3 records, to show the layout:
canonical_smiles	NR2E3 ag-2	NR2E3 ag-1	HIF-2a inh	KKLEB cytotox	Shn3 3UTR inh	aDG glyco act	Peg3 prom inh	TWEAK Fn14 block	TRPM1 prom inh	iPSC survival up	CF NFkB inh
CC(=O)Nc1cc2cc(NS(=O)(=O)c3ccc(Cl)cc3)ccc2oc1=O	23	-3	15	4	-5	-0.2	17	-5	1	0.0	-10
COC(=O)Cc1ccc(NC(=S)NCCCN2CCOCC2)cc1	19	-3	13	0	3	0.3	-2	4	2	-1.8	-12
COc1nc(N/N=C/c2cc3c(cc2Br)OCO3)nc(N2CCOCC2)n1	-1	-1	-10	-5	3	-0.2	18	14	-24	2.9	-1

All compounds of this part, repeating the preview:
canonical_smiles	NR2E3 ag-2	NR2E3 ag-1	HIF-2a inh	KKLEB cytotox	Shn3 3UTR inh	aDG glyco act	Peg3 prom inh	TWEAK Fn14 block	TRPM1 prom inh	iPSC survival up	CF NFkB inh
CC(=O)Nc1cc2cc(NS(=O)(=O)c3ccc(Cl)cc3)ccc2oc1=O	23	-3	15	4	-5	-0.2	17	-5	1	0.0	-10
COC(=O)Cc1ccc(NC(=S)NCCCN2CCOCC2)cc1	19	-3	13	0	3	0.3	-2	4	2	-1.8	-12
COc1nc(N/N=C/c2cc3c(cc2Br)OCO3)nc(N2CCOCC2)n1	-1	-1	-10	-5	3	-0.2	18	14	-24	2.9	-1
CC(C)NC(=O)CSc1nc2ccccc2n1-c1ccccc1	-7	1	-1	-3	8	0.3	7	19	3	2.1	4
Cc1cccc(C(=O)O/N=C(\N)c2ccc(Br)cc2)c1	-24	-1	-185	4	-29	0.0	-306	-20	-26	0.0	-3
O=C(CN1CCCC1)N1CCCc2c1c(=O)oc1ccc(OCc3ccccc3)cc21	-7	-1	2	-26	7	0.3	9	-19	-2	-3.0	-2
O=C(NCCN1CCCC1)C1CCN(S(=O)(=O)N2CCC3(CC2)OCCO3)CC1	11	-1	-4	-5	6	-0.1	7	29	-13	-0.9	11
COc1ccc(-c2cc(C(F)F)n3ncc(C(=O)N4CCCCC4)c3n2)cc1	10	-1	10	6	5	0.4	29	-17	6	0.2	1
O=C(CCNC(=O)c1ccc(Br)cc1)NCCCSc1ccccc1	-4	-1	2	-12	5	0.5	-3	17	2	-0.4	32
COc1cc(NC(=O)COC(=O)c2ccc(C)c(S(=O)(=O)N3CCCCC3)c2)c(C)cc1[N+](=O)[O-]	-28	-2	15	8	10	-0.1	22	14	2	2.2	-7
COc1ccc(NC(=O)C2Cc3c(-c4cccc(C(C)=O)c4)ccnc3O2)cn1 (stereo not drawn)	-25	·	-7	-17	14	-0.1	17	-4	·	-0.5	8
Cc1ccccc1C(=O)Nc1nnc(-c2ccc(F)cc2)o1	-29	1	-44	-6	-13	-0.2	2	-17	14	-4.0	8
C/C=C(\C)C(=O)NCCN1C2=NC[C@H](C(C)C)N2C[C@H]1Cc1ccc(O)cc1	15	5	9	-8	-8	0.0	4	1	-5	-1.0	-6
Cc1ccc2oc(=O)cc(CN3CCN(Cc4ccccc4)CC3)c2c1	-16	1	22	7	13	0.1	22	10	14	-0.7	-37
Cc1ccc(NC(=O)CSc2nnc(CNC(=O)c3ccco3)n2C)cc1	6	-4	1	0	-4	-0.1	-17	-3	6	-0.7	14
CCN1CCCC1CNC(=O)c1c(O)c2c([nH]c1=O)CCCC2 (stereo not drawn)	-8	-1	0	-2	0	0.3	-3	-4	-2	2.1	11
O=c1c([N+](=O)[O-])c(N2CCCC2)c2ccccc2n1-c1ccccc1	-42	0	16	1	-19	0.2	14	-15	-2	-0.1	20
CC(Cc1cccs1)NC(=O)Nc1ccc(Cl)cc1 (stereo not drawn)	-71	1	-180	8	-25	0.2	-232	-24	-51	-2.0	4
O=C(Cc1ccon1)c1ccc(O)cc1O	-12	·	5	-7	-4	-0.2	4	14	-7	0.8	2
Cc1sc(NC(=O)c2ccccc2)c(C(=O)NCCN(C)C)c1C	17	0	-21	-12	-3	-0.2	-5	-7	0	0.2	-1
O=C(CN1C(=O)c2ccccc2C1=O)NCc1ccc(C(=O)O)cc1	-26	1	23	11	-10	0.0	-2	-3	-10	0.4	-13
Oc1ccccc1-c1nc(NCc2ccccc2)c2ccccc2n1	-13	2	-12	-21	9	0.0	24	-7	3	-0.5	3
CC(C)CCOC(=O)C1C2C=CC3(CN(Cc4cccs4)C(=O)C13)O2 (stereo not drawn)	-20	5	3	10	3	0.1	5	1	-1	-0.8	-1
O=C(NC(Cc1ccccc1)C(=O)O)/C(=C\c1cccc([N+](=O)[O-])c1)NC(=O)c1ccco1 (stereo not drawn)	-2	3	1	-3	1	0.0	0	0	-9	-0.4	-7
O=P(O)(O)c1ccccc1OCc1ccccc1	-8	-3	9	2	6	-0.3	-5	5	0	3.6	9
CCN(CC)C(=O)c1oc2ccc(S(=O)(=O)N3CC(C)CC(C)C3)cc2c1C (stereo not drawn)	93*	3	19	8	91*	2.6	31	46	32	0.2	4
COc1cccc(/C=C/C(=O)OCC(=O)c2ccc3c(c2)NC(=O)CO3)c1OC	-10	-1	-6	1	7	-0.1	-7	-2	0	-0.5	-1
CC1(C)CC(=O)C(C=NCCN2CCN(C(=S)Nc3ccc(F)cc3)CC2)=C(O)C1	2	4	6	-4	1	0.0	15	8	8	0.9	-9
Cc1cc(C(=O)Nc2ccc(C(=O)O)cc2)c(C)o1	9	3	-6	0	3	0.0	-3	-23	9	-0.5	1
CCOC(=O)[C@@H]1[C@H]2COc3ccc(Br)cc3[C@H]2N2C(=O)N(c3ccc(C(F)(F)F)cc3)C(=O)[C@]12C	-16	·	14	1	-2	0.0	8	-10	1	-1.2	21
COc1ccc(S(=O)(=O)ON=C2CC(C)(C)N(C(C)=O)C(C)(C)C2)cc1	-4	0	9	-13	8	-0.4	-18	-14	-1	-0.5	3
N#Cc1cccc(NC(=O)CN2C(=O)NC(Cc3ccccc3)C2=O)c1 (stereo not drawn)	11	4	13	-12	-2	0.3	20	8	2	-0.4	5
C=CCNC(=S)NNC(=O)c1ccc(OC(C)C)cc1	7	-2	-12	8	-11	-0.1	-26	-10	-7	-0.9	-17
C=CCc1c(C)nc(C)nc1N/N=C/c1ccccc1O	-12	7	-3	-18	0	0.1	19	12	17	-1.0	-15
O=S1(=O)N=C(N/N=C/C=C/c2ccccc2)c2ccccc21	1	-4	11	7	12	0.0	17	-20	-9	2.1	-3
CCOc1ccccc1N1C(=O)CC(Sc2ccccc2N)C1=O (stereo not drawn)	-29	·	6	10	1	-0.2	10	3	·	0.4	6
C=C(C)CNC(=S)Nc1cccc(S(=O)(=O)NC2=NCCC2)c1	-33	1	5	-7	16	0.1	-2	-9	0	-0.4	12
O=C(Nc1nnc(C2CCCCC2)s1)c1cccs1	-53	0	-210	-2	-92	-0.2	-252	3	-52	-0.7	8
COc1ccc(CCC(=O)N(C)CC(=O)Nc2ccc(N3CCOCC3)cc2)cc1	-18	-1	11	2	-12	0.0	2	16	5	-0.6	-3
O=[N+]([O-])c1ccc2nc(C(O)C(O)c3nc4ccc([N+](=O)[O-])cc4[nH]3)[nH]c2c1 (stereo not drawn)	-13	4	-29	-10	-6	0.4	12	-5	9	-0.5	-9
Cc1cccc(NC(=O)CCC(=O)c2cccs2)n1	0	0	-64	-6	-1	-0.2	-49	5	-14	-0.3	14
Cc1cccc(-c2nnc(SCC#N)n2-c2ccccc2)c1	-24	5	27	-1	15	0.0	8	-5	-2	0.9	4
COc1cc(C(=O)NNC(=O)c2ccc(NC(C)=O)cc2)cc(OC)c1OC	7	6	16	0	2	-0.2	-14	-6	-2	0.2	-34
CC(C)=C1SC(N2CCN(c3cccc(C(F)(F)F)c3)CC2)=NC1=O	-10	-1	12	2	6	0.7	17	-23	0	3.1	8
CC(O)(c1cccc(F)c1)c1nc(-c2ccc3ccccc3c2)cs1 (stereo not drawn)	-48	·	-203	4	9	0.2	-127	7	·	-0.8	4
Cc1cc(C)nc(SCCCNCc2c(F)cccc2Cl)n1	-8	2	22	-12	5	0.0	17	-9	6	0.3	2
CCCN1C(=O)/C(=C\C=C2\N(CC)c3ccccc3C2(C)C)SC1=S	2	·	1	-8	28	-0.5	11	6	-3	-1.5	-60
CCOc1ccc(NS(=O)(=O)c2ccc(NS(C)(=O)=O)cc2)cc1	16	5	9	2	27	-0.1	11	-14	-7	7.1	17
CCN(CC)C(=O)Cn1cc(S(=O)(=O)CC(=O)NCCc2ccc(OC)c(OC)c2)c2ccccc21	-11	1	5	-5	-8	-0.1	-2	-2	2	0.4	-7
NS(=O)(=O)c1cccc(NC(=O)CCN2C(=O)C3CCCCC3C2=O)c1 (stereo not drawn)	-14	0	11	-2	1	0.0	3	5	-1	-2.6	-5
CC(=O)Oc1c(C)c(=O)n(C)c2ccccc12	2	3	12	-2	8	0.5	-2	-13	0	-3.9	9
CCOC(=O)C1CCCN(S(=O)(=O)c2ccc3c(c2)NC(=O)CO3)C1 (stereo not drawn)	-8	0	7	-15	7	0.0	3	5	2	0.2	7
CC(=O)C1=C(C)Nc2ncnn2C1c1ccc(O)cc1 (stereo not drawn)	5	0	13	4	0	-0.1	-2	3	-3	-0.1	20
COC(=O)Cn1c2ccc(C)cc2c2nc(C)sc21	2	-4	-20	-5	-3	-0.2	7	8	-6	1.4	18
CSc1nc(-c2ccccc2)nc(N2CCN(C)CC2)c1C(C)=O	-17	0	19	-2	-8	0.0	14	-5	5	0.1	10
CCOC(=O)[C@]12CCCC=C1N(Cc1ccc(Cl)cc1Cl)C(=O)[C@H](CC(=O)N1CCN(C(=O)c3ccco3)CC1)C2	15	·	4	·	·	-0.3	·	2	·	-0.5	·
C=CCSc1nc2c(cnn2-c2ccccc2)c(=O)n1N	-76	3	-282	0	-128	-0.2	-301	12	·	-0.5	14
Cc1ccccc1C1CC(=O)c2ccccc2C1C (stereo not drawn)	-23	·	2	-13	4	0.2	26	4	5	2.2	6
COc1cc(=O)n2c(n1)SCCC2	11	2	12	16	-5	-0.2	16	-12	9	-2.9	-29
O=C(Cn1c(=O)oc2ccccc21)NCC1COc2ccccc2O1 (stereo not drawn)	-3	0	6	-12	-13	0.0	17	-3	4	0.1	6
CC(C)(C)NC(=O)c1ccccc1NC(=O)c1ccc2c(c1)OCO2	-2	-1	18	5	-12	-0.1	10	31	4	0.4	-6
Cc1c(C(=O)NC2CCCc3ccccc32)oc2ccc(S(=O)(=O)N3CCCCC3)cc12 (stereo not drawn)	-8	0	13	-27	-22	-0.2	17	-9	13	4.1	26
